Screening results from PubChem.
KCNQ2 inh – KCNQ2 potassium channel inhibitors, primary screen, cell-based, CHO-K1, FluxOR thallium flux, B-score (AID 2156); Potassium voltage-gated channel subfamily KQT member 2 (Rattus norvegicus), O88943; 20 min; stronger effect = lower value; B-score at 10 µM; 310,000 tested, 1.1% active;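 active = fluorescence ratio B-score at most minus 3 library SDs, with starting brightness B-score within 2 library SDs, cut at about -5.5 in these data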
Kir21 inh – inhibitors of mouse Kir2.1 inward-rectifier potassium channel | HEK293-Kir2.1, FluxOR thallium flux fluorescence; stronger effect = lower value | B-score at 10 µM | Inward rectifier potassium channel 2 (Mus musculus), P35561 | 310,000 tested, 0.85% active;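 active = fluorescence ratio B-score at or below minus 3 SD of library scores, with starting-brightness B-score within 2 SD, cut at about -4.2 in these data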;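 note: channel flux triggered by added potassium and thallium sulfate stimulus; B-score of peak minus minimum fluorescence over baseline after thallium stimulus; more negative B-score means stronger Kir2.1 block with less thallium influx; some compounds called inactive have numbers as strong as hits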
Target sequence (P35561 whole entry, looked up): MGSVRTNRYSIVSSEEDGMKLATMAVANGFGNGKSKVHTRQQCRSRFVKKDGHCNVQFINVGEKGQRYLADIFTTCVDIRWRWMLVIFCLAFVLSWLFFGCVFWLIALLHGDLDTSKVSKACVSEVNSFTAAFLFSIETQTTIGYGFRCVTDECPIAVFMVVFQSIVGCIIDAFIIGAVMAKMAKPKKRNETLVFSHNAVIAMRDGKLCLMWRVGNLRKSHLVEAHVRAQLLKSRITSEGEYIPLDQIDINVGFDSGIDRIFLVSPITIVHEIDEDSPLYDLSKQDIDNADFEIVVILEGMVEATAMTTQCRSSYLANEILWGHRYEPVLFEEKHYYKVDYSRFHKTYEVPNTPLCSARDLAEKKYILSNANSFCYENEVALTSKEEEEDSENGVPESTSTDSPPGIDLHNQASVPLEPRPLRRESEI
An asterisk follows results filed as active; i = inactive. Not a hit list. Share with any hit: about 1.9%.

compound	KCNQ2 inh	Kir21 inh
COc1cc(/C=C/C(=O)OCC(=O)Nc2ccc(S(N)(=O)=O)cc2)ccc1O	i	2.25
O=C(N=C1SC2CS(=O)(=O)CC2N1c1ccc(Cl)cc1Cl)C1CC1 (stereo not given)	i	1.23
CCn1nc(C(=O)O)c(=O)c2cc3c(cc21)OCO3	i	1.28
CSCCOC(=O)C1=C(C)Nc2ccc(C)cc2S1	i	-0.59
O=C(Cn1ncc(Cl)c(Cl)c1=O)N1CCN(Cc2ccccc2)CC1	i	-0.48
COc1ccc(CN2C(=O)c3ccccc3C2C(=O)NC2CCCC(C)C2C)c(OC)c1 (stereo not given)	i	-0.61
Clc1ccc(Cn2ncc3c(NCCN4CCOCC4)ncnc32)cc1	i	0.11
Cc1ccc(C(=O)NNC(=O)c2cccc(Br)c2)cc1	i	1.7
Cc1ccc(-c2nnn(CC(=O)N3CCCc4ccccc43)n2)cc1	i	-2.82
Cc1c(CCC(C)C)c(-n2ccnc2C)n2c(nc3ccccc32)c1C#N	i	-0.73
Cn1c(=O)c2c(nc(SCC(=O)NCc3ccc4c(c3)OCO4)n2Cc2ccc(Cl)cc2)n(C)c1=O	i	-1.52
Cn1cccc1Cc1nnc(SCC(=O)N2CCCCCC2)n1CCc1ccccc1	i	0.71
CCCCOc1ccc(C(O)(CCN2CCOCC2)c2ccccc2)cc1 (stereo not given)	i	-3.7
CCc1cc(SC#N)cc(CC)c1NC(=O)CCl	i	-0.2
CCCNC(=O)NNC(=O)c1cc(-c2ccc3c(c2)OCO3)nc2ccccc12	i	0.4
CCC(=O)Nc1ccc(C(=O)CN2CCC(C)CC2)cc1	i	0.34
O=C(O)CC(NC(=O)COc1ccc(Cl)cc1Cl)C(=O)O (stereo not given)	i	2.5
Cc1cccc(C)c1NC(=O)CSc1nc2c([nH]1)c(=O)n(C)c(=O)n2C	i	-0.54
O=C(CCCCN1CCCCC1)c1ccccc1	i	0.27
CC(=O)c1sc(NC(=O)COc2ccc(Cl)cc2C)nc1C	i	-0.06

Record cards, as listed above.
`O=C(O)CC(NC(=O)COc1ccc(Cl)cc1Cl)C(=O)O` (stereo not given) in the list: KCNQ2 inh = i; Kir21 inh = 2.5
`Cc1ccc(-c2nnn(CC(=O)N3CCCc4ccccc43)n2)cc1` in the list: KCNQ2 inh = i; Kir21 inh = -2.82
`CSCCOC(=O)C1=C(C)Nc2ccc(C)cc2S1` in the list: KCNQ2 inh = i; Kir21 inh = -0.59

(more compounds)
compound	KCNQ2 inh	Kir21 inh
COc1ccc(OC)c(C2/C(=C(\O)c3ccc4c(c3)OCCO4)C(=O)C(=O)N2CC2CCCO2)c1 (stereo not given)	i	0.66
Cn1c(=O)c(C(=O)Nc2ncccn2)c(O)c2ccccc21	i	0.43
O=C(O)c1cccc(CSc2ncn[nH]2)c1	i	-0.62
COc1cc(NC(=S)N2CCN(C)CC2)cc(OC)c1	i	-2.57
C=CCSc1nc(Cc2ccc(Cl)cc2)nc2ccccc12	i	0.1
CC(=O)OC1CC2(C)C(=O)CCC2C2CCc3cc(O)ccc3C12 (stereo not given)	i	1.37
Cc1nn2c(N3CCN(C)CC3)cc(C(C)(C)C)nc2c1-c1ccccc1	i	-2.43
COc1ccc(S(=O)(=O)n2oc(=O)cc2-c2ccccc2)cc1	i	-0.07
NS(=O)(=O)c1cc2c(cc1Cl)NC=NS2(=O)=O	i	2.19
CCCCC[C@H]1CN(C2CCCCC2)C(=O)[C@@H]1CC(=O)NCc1ccc(OC)cc1	i	0.8
COc1ccc(CN(C(=O)c2ccc3c(c2)OCCO3)C(C(=O)NC2CCCCC2)c2ccc3ncccc3c2)cc1 (stereo not given)	i	-0.89
Cc1ccc(-n2ncc(C(=O)Nc3cc(Cl)ccc3Cl)c2C2CCNCC2)cc1	i	0.92
Cn1ncc(Br)c1NC(=O)Nc1ccc(OC(F)(F)F)cc1	i	-0.06
CCN1CCN(c2ncnc3sc(C)c(-c4ccccc4)c23)CC1	i	-2.12
COc1ccc(-c2nc3ccccc3n2OCC(=O)O)cc1	i	-1.22
COc1ccc(C2NC(=O)NC(C)=C2C(C)=O)cc1 (stereo not given)	i	1.52
CCOC(=O)N1CCN(C(=O)CSc2nc3c([nH]c4ccccc43)c(=O)n2CCOC)CC1	i	0.58
COc1ccccc1NC(=O)Cn1cc(C(=O)c2ccco2)c2ccccc21	i	0.1
COc1ccc(N2CCN(C(=O)Cn3nnc(-c4ccc(OC)c(OC)c4)n3)CC2)cc1	i	0.62
CC1=[N+]([O-])C(C)(C)N(O)C1(C)C	i	-1.32
Cc1cc(-c2ccc(C(C)C)c(S(=O)(=O)Nc3ccccn3)c2)on1	i	1.14
CS(=O)(=O)Nc1ccccc1C(=O)NC1CC2CCC1C2 (stereo not given)	i	0.11
COc1ccc(N(C(=O)c2ccco2)C(C(=O)NC2CCCC2)c2ccc(C)cc2)c(OC)c1 (stereo not given)	i	1.78
O=C(C/C=N\OCc1ccc(Cl)cc1Cl)Nc1ccccc1	i	0.72
CC(C)(C)c1ccc(NC(=O)N2CCCN(c3ccc([N+](=O)[O-])cn3)CC2)cc1	i	0.78
c1ccc(COc2ccc(Nc3ncnc4nc[nH]c34)cc2)cc1	i	0.93
Cn1cccc1/C=N/NC(=O)c1sc2cc(Cl)ccc2c1Cl	i	1.14
COc1cc2[nH]c(=O)n(CCCCCC(=O)NCCc3c[nH]c4ccccc34)c(=O)c2cc1OC	i	0.03
Cc1cc(OC(=O)c2c(C)cc(O)cc2O)cc(O)c1C(=O)O	i	-0.83
CC(=O)C(=Cc1cn(-c2ccccc2)nc1-c1ccccc1)C(C)=O	i	-0.26
COc1ccc2c(c1)O/C(=C\c1ccco1)C2=O	i	1.97
CC1Oc2ccccc2N(CC(=O)NCCCN2CCOCC2)C1=O (stereo not given)	i	0.61
Cc1ccccc1CN1C2=NCCN2c2ccccc21	i	-0.65
O=C(NCc1ccccc1Cl)c1cccc(NC(=O)c2ccccc2)c1	i	0.03
Clc1cccc(C2Nc3cccc4cccc(c34)N2)c1Cl	i	-0.52
CS(=O)(=O)c1ccc(-n2nnc3ccccc32)c([N+](=O)[O-])c1	i	-0.36
CC1CCCN(C(=S)NCCc2ccccc2)C1 (stereo not given)	i	-1.08
Cc1cc(OC(=O)c2ccc(S(=O)(=O)N3CCCCC3)cc2)c([N+](=O)[O-])c(=O)[nH]1	i	-0.03
Cn1c(=O)c2c(nc(Oc3ccccc3)n2C)n(C)c1=O	i	-0.04
Cc1nc(-c2c(C(=O)NNC(=O)Nc3c(C)cccc3C)noc2C)cs1	i	0.05
COc1ccc(Cl)cc1Nc1nc(N)c2ccccc2n1	i	-0.94
CCOC(=O)C1=C(CP(=O)(c2ccccc2)c2ccccc2)NC(=O)NC1c1ccc(Cl)cc1 (stereo not given)	i	0.36
COc1ccc(C(C)=O)cc1COC(=O)c1cccnc1SC	i	-0.92
Nc1c(Br)cc(Br)c(N2CCCC2=O)c1Br	i	-0.58
COCCNc1nnnc2c1sc1nc(N3CCOCC3)c3c(c12)CC(C)(C)OC3	i	0.23
O=C(COC(=O)CCC(=O)c1ccc(F)cc1)Nc1cccc(S(=O)(=O)N2CCOCC2)c1	i	0.47
NNC(=O)[C@H](Cc1ccccc1)NC(=O)NCCc1ccccc1	i	1.52
CCN(CC)C(=O)Cn1cnc2c1c(=O)n(C)c(=O)n2C	i	-1.82
Cc1ccc(S(=O)(=O)NCCC(=O)Nc2ccc(S(=O)(=O)NC(C)C)cc2)cc1	i	0.71
CCOC(=O)CCSc1nc(C)cc(C(F)(F)F)c1C#N	-5.74*	-4.59

Further entries follow:
Results follow in this order: KCNQ2 inh	Kir21 inh
- COc1ccc(OCCNC(=O)CSc2ccc(C(F)(F)F)cc2[N+](=O)[O-])cc1
    i	-0.83
- CC(Oc1cc2oc(=O)cc(-c3ccccc3)c2cc1Cl)C(=O)NCC1CCC(C(=O)O)CC1 (stereo not given)
    i	-0.47
- CC(=O)c1cccc(NC(=O)c2cc(-c3ccco3)on2)c1
    i	-2
- Cc1cccc(C(=O)N2CCN(c3ccc([N+](=O)[O-])c(N4CCOCC4)c3)CC2)c1
    i	-0.61
- Cc1nnc(SCC(=O)NC(C)(C)C)n1C1CCCCC1
    i	1.79
- CCCOc1ncnc2c1sc1nc3c(cc12)COC(C)(C)C3
    i	-1.4
- c1cncc(-c2csc(-c3cccnc3)n2)c1
    i	-0.01
- Cc1cc([N+](=O)[O-])nn1CC(=O)N/N=C/c1ccccc1F
    i	-0.04
- O=C(CCN1C(=O)S/C(=C\c2ccc(Cl)cc2)C1=O)Nc1ccc(C(=O)O)cc1
    i	-0.56
- N#CCC(CNc1ncc(C(F)(F)F)cc1Cl)OC(=O)c1cccc([N+](=O)[O-])c1 (stereo not given)
    i	-1.34
- CC(C)(C)n1nnnc1C(c1ccccc1)N1CCc2ccccc2C1 (stereo not given)
    i	1.66
- COC(=O)c1cc(NS(=O)(=O)c2ccc(N3CCCCCC3)c([N+](=O)[O-])c2)cc(C(=O)OC)c1
    i	-1.31
- COc1ccccc1N(CC(=O)N1CCN(c2ccc(F)cc2)CC1)S(=O)(=O)c1ccc(C)cc1
    i	0.86
- COc1cc2c(C(=O)N3CCN(C4CCCCC4)CC3)cn(CC(C)C)c(=O)c2cc1OC
    i	1.79
- CCc1ccccc1N(CC(=O)NC1CCCCC1)C(=O)CCC(=O)Nc1ccccn1
    i	1.82
- CN(c1ccccc1)c1ccc(/C=C(\CCC(=O)O)c2nc3ccccc3s2)cc1[N+](=O)[O-]
    i	1.62
- Cc1c(C(=O)OCc2nc3scc(-c4ccccc4)c3c(=O)[nH]2)cccc1[N+](=O)[O-]
    i	0.17
- COC(=O)Nc1c(-c2ccccc2)nc2ccc(C)cn12
    i	-0.93
- COC(=O)c1ccc(C(NC(=O)c2cccnc2)NC(=O)c2cccnc2)cc1
    i	-0.46
- CCN(CC)CCNC(=O)C1c2ccccc2C(=O)N(CCOC)C1c1ccc(F)cc1 (stereo not given)
    i	-0.01
- CCOP(=O)(OCC)C(NC(=O)Nc1ccc(Cl)cc1)C(N)=O (stereo not given)
    i	0.26
- Cc1nnc(SCC(=O)N(C(C)C)C(C)C)nc1C
    i	0.91
- CC(=O)N1N=C(c2ccco2)CC1c1ccc(Br)cc1 (stereo not given)
    i	1.21
- CC(=O)c1cccc(N=Cc2c(O)ccc3ccccc23)c1
    i	0.35
- CCOc1ccc(C2C(C(=O)c3ccc(C)o3)=C(O)C(=O)N2c2cc(C)on2)cc1OC (stereo not given)
    i	-0.44
- COc1ccc(N2CCN(C(=O)COc3ccc(Cl)cc3Cl)CC2)cc1
    i	1.47
- O=C(O)CN1C(=O)NC2NC(=O)NC21 (stereo not given)
    i	2.83
- CCN(CC(=O)Nc1ccccc1OC)C(=O)COc1ccc2ccccc2c1
    i	-0.89
- CCC(C(=O)NC(C)(C)C)N(C(=O)Cn1nnc(-c2ccccc2F)n1)c1cccc2c1CCCC2 (stereo not given)
    i	-0.05
- Cn1c(N)c(C(=O)COC(=O)CSc2ccc(Cl)cc2)c(=O)n(C)c1=O
    i	-0.2
- Cc1ccc(NC(=O)CCc2c(C)[nH]c(=O)c(C#N)c2C)cc1
    i	0.97
- O/N=C1\CCCc2ccc(Cl)cc21
    i	1.1
- Cc1cc(/C=N/NC(=O)c2ccc(CN3CCOCC3)cc2)c(C)n1-c1ccccc1
    i	-0.53
- O=C1c2cccc3cccc(c23)C(=O)N1CCCSc1ncn[nH]1
    i	0.32
- Cc1ccc(NC(=O)N/C=C/c2ccc(Cl)cc2)cc1
    i	-0.17
- CCCCn1c(NC(=O)c2ccco2)c(S(=O)(=O)c2ccc(C)cc2)c2nc3ccccc3nc21
    i	0.08
- CCCC1=C(C(=O)OCC)C(c2cccs2)n2ncnc2N1 (stereo not given)
    i	0.85
- Cc1ccc2c(c1)N(C)/C(=C/c1cccc[n+]1C)S2
    i	-4.39
- O=C(N/N=C/c1cccnc1)c1sc2ccccc2c1Cl
    i	-0.02
- COc1cc(NC(=O)c2cccs2)c(OC)cc1NC(=O)Cc1ccccc1
    i	0.69
- Cc1cccc(C(=O)NC2CCN(S(=O)(=O)c3ccc(F)cc3)CC2)c1
    i	-1.92
- Cc1ccc(C)c(N2C(=O)CN=C2Nc2ccccc2Cl)c1
    i	0.03
- COc1ccc(N2C(=O)c3ccc(NC(C)=O)cc3C2=O)cc1
    i	-1.85
- CC(C)(C)NC(=O)Cn1c(Cl)nc2ccccc21
    i	0.88
- Cc1ccc(NC(=O)C2C3CCCCC32)cc1[N+](=O)[O-] (stereo not given)
    i	-0.87
- Cc1ccc(C)c(NC(=O)C(=O)NCCCN2CCOCC2)c1
    i	-0.04
- O=S(=O)(CC(O)CS(=O)(=O)c1ccc(Cl)cc1)c1ccccc1 (stereo not given)
    i	-1.71
- COc1cc(OC)cc(-c2nc(-c3cccs3)no2)c1
    i	-0.4
- COc1ccc(NC(=O)C2CCCCN2S(=O)(=O)c2ccc(F)cc2)c(OC)c1 (stereo not given)
    i	-1.32
- CCOC(=O)NC(Nc1cc(C)ccn1)(C(F)(F)F)C(F)(F)F
    i	0.06
